# PRMT1 inh = PRMT1 (human) inhibition, primary screen; Q99873; recombinant PRMT1, activity-based probe fluorescence polarization; inhibition, % at 2.79 µM; hit rate 1.3% among 370,000; AID 652257;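 active = inhibition above about 21% made by adding two undisclosed values, limit read from the data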
# HTRA1 inh = blocks human HTRA1 serine peptidase | recombinant HTRA1, FP-rhodamine activity-based probe, fluorescence polarization | hit rate 0.5% among 340,000 | inhibition, % at 5.96 µM | AID 504803 | Q92743; in the data active = inhibition above about 36%;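 also: 0% = enzyme with DMSO and 100% = wells lacking enzyme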
# SIAE inh = inhibitors of human sialic acid acetylesterase SIAE; SIAE FP-Rh probe binding, fluorescence polarization; hit rate 0.69% among 370,000; Q9HAT2; inhibition, % at 9.66 µM; AID 1053197;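 active = inhibition above a cutoff: mean of compounds within the control limits plus 3 SD of those, cut at about 17% in these data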;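 also: 0% = plate median of compound wells and 100% = probe without SIAE protein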
# Target sequence (Q9HAT2 whole entry, looked up): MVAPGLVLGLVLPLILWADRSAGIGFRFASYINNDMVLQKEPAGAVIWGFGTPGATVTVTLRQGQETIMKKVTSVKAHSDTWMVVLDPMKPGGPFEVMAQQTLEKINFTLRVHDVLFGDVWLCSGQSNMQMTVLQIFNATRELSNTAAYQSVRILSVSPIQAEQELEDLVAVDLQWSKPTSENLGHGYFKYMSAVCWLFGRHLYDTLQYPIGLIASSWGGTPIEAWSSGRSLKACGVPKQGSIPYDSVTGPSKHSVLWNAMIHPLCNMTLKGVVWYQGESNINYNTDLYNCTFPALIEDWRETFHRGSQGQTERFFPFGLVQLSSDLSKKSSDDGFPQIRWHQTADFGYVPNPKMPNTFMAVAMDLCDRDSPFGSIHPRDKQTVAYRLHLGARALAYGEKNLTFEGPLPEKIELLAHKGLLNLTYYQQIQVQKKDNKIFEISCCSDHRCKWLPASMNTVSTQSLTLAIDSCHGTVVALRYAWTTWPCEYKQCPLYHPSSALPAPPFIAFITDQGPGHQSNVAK
# UHRF1 binding = human UHRF1 methylated DNA binding inhibitors; inhibition, % at 4.4 µM; hit rate 0.75% among 370,000; UHRF1 binding to methylated oligo, TR-FRET; AID 687016; in the data active = inhibition above about 21%;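 also: UHRF1 SRA domain binding a hemimethylated CpG hairpin DNA probe; 0% = median of test compound wells and 100% = reference inhibitor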
# TCR CD3 inh = inhibitors of human TCR-CD3 interaction; TAMRA-labeled TCR probe fluorescence, biochemical; inhibition, % at 9.4 µM; hit rate 0.37% among 360,000; AID 651800; in the data active = inhibition above about 19%;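 also: recombinant mutant TCR 2C K166C tagged with TAMRA read by polarization; 0% = receptor in buffer alone and 100% = receptor with positive control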
# mABHD4 FP = inhibitors of mouse ABHD4; Q8VD66; purified mABHD4, FP-Rh probe fluorescence polarization; inhibition, % at 8.92 µM; hit rate 0.54% among 370,000; AID 720543;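 active = inhibition exceeding the mean over every tested compound plus 3 SD, cut at about 30% in these data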;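 also: 0% = plate median of compound wells and 100% = S159A mutant with DMSO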
# Target sequence (Q8VD66 whole entry, looked up): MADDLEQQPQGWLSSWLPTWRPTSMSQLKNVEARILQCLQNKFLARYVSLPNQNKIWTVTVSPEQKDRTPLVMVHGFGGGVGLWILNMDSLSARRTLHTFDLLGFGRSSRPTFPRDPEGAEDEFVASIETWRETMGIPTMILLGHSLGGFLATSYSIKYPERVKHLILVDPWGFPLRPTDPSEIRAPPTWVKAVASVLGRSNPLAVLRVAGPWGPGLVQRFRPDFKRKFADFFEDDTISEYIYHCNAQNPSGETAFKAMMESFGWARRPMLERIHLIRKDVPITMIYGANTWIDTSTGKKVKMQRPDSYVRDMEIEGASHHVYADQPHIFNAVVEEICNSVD
#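 Test system: mouse ABHD4 enzyme, wild type. Reagent: FP-Rh fluorescent activity-based probe, added after compound pre-incubation. Timing: pre-incubation 45 min, probe exposure 60 min, at 25 °C. Technique: FP readout, ex 525 nm / em 598 nm. Benchmarks: high control S159A mutant with DMSO, low control median of compound wells.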
# rCAG RNA binder = r(CAG) repeat RNA binding; TO-PRO-1 dye displacement fluorescence; inhibition, % at 3 µM; hit rate 1.3% among 370,000; AID 651821;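 active = inhibition above the plate cutoff, the mean of all test compounds on that plate plus 3 SD, cut at about 35% in these data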;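 also: 0% = DMSO alone and 100% = 100 µM mitoxantrone as full dye displacement; higher means more dye released from RNA so lower well fluorescence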
# GC-B act = GC-B (human) receptor activation; P20594; hit rate 0.11% among 370,000; activation, % at 10 µM; HEK293-GC-B cells, CNP EC30, cGMP TR-FRET; 0% at EC30 CNP, 100% saturating CNP;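 active = activation at 10 µM reaching about 35% in either raw or pattern-adjusted values, limit read from the data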
# MBD2 DNA inh = MBD2-methylated oligo binding inhibition | Q9UBB5 | TR-FRET, MBD2 binding to methylated oligonucleotide | inhibition, % at 4.4 µM | hit rate 0.31% among 370,000; in the data active = inhibition above about 13%
# NPR1 activator = GC-A (human) enzyme activation; P16066; AID 1671463; activation, % at 10 µM; HEK293 GC-A cells, cGMP TR-FRET, EC30 ANP; 0% at EC30 ANP, 100% saturating ANP; hit rate 0.14% among 370,000; in the data active = activation above about 40%
# Starred values were filed as active, the others as inactive; . = no result given. Some of the compounds tested. The share of hits here may be higher or lower than overall.
SMILES,PRMT1 inh,HTRA1 inh,SIAE inh,UHRF1 binding,TCR CD3 inh,mABHD4 FP,rCAG RNA binder,GC-B act,MBD2 DNA inh,NPR1 activator
Cc1cc(C(F)(F)F)n2ncc(-c3ccccc3)c2n1,1,4,3,-3,-3,-2,1,-14,-6,1
COc1ccc(-c2nc(CS(=O)CC(=O)NCc3ccco3)c(C)o2)cc1OC (centres undefined),12,9,-1,3,-6,0,5,-2,-1,-2
Cc1cc(=O)[nH]c(N2CCN(C(c3ccccc3)c3ccccc3)CC2)n1,-2,-6,-1,-1,3,5,-3,-4,-3,-4
Cc1cc(S(=O)(=O)Nc2ccc3c(c2)n(C)c(=O)n3C)ccc1F,1,0,4,4,-3,-1,0,0,4,1
N/C(=N\c1nc2ccccc2o1)NC(=O)c1cccc(Br)c1,3,.,-8,1,-6,2,-5,-4,3,-4
CCOc1ccc2[nH]c3c(N4CCN(C(=O)c5ccco5)CC4)ncnc3c2c1,-2,.,-2,0,8,10,3,7,1,9
COC(=O)COc1ccc(S(=O)(=O)NCc2cccnc2)cc1C,0,1,1,-3,4,-8,-2,-1,-5,0
CC(=O)C1=C(O)C(=O)N(CCc2c[nH]c3ccccc23)C1c1ccco1 (centres undefined),28*,4,7,2,5,18,16,.,-4,.
CCN(CC)Cc1c(C)[nH]c2ccc(NC(C)=O)cc2c1=O,0,3,-2,2,-5,7,-2,-1,6,1
CN1CCc2c(sc3c2C(=O)NC(c2ccco2)N3)C1 (centres undefined),27*,3,-2,-4,-4,7,-5,4,-8,2

# Laid out differently: results already given
> Cc1cc(S(=O)(=O)Nc2ccc3c(c2)n(C)c(=O)n3C)ccc1F
  PRMT1 inh: 1
  HTRA1 inh: 0
  SIAE inh: 4
  UHRF1 binding: 4
  TCR CD3 inh: -3
  mABHD4 FP: -1
  rCAG RNA binder: 0
  GC-B act: 0
  MBD2 DNA inh: 4
  NPR1 activator: 1

> N/C(=N\c1nc2ccccc2o1)NC(=O)c1cccc(Br)c1
  PRMT1 inh: 3
  HTRA1 inh: .
  SIAE inh: -8
  UHRF1 binding: 1
  TCR CD3 inh: -6
  mABHD4 FP: 2
  rCAG RNA binder: -5
  GC-B act: -4
  MBD2 DNA inh: 3
  NPR1 activator: -4

# 3 compounds out of the list above, ordered by their value in GC-B act, low to high:
mol,GC-B act
Cc1cc(C(F)(F)F)n2ncc(-c3ccccc3)c2n1,-14
N/C(=N\c1nc2ccccc2o1)NC(=O)c1cccc(Br)c1,-4
Cc1cc(S(=O)(=O)Nc2ccc3c(c2)n(C)c(=O)n3C)ccc1F,0

# Following part.
SMILES,PRMT1 inh,HTRA1 inh,SIAE inh,UHRF1 binding,TCR CD3 inh,mABHD4 FP,rCAG RNA binder,GC-B act,MBD2 DNA inh,NPR1 activator
COCCN(Cc1ccccc1)C(=O)c1cccc(S(=O)(=O)N2CCN(c3ccc(F)cc3)CC2)c1,1,-19,1,-1,5,-2,-3,5,-2,1
C[C@@H](C(=O)NC1CCCC1)N1C(=O)N2CCc3c([nH]c4ccccc34)[C@@]2(C)C1=O,8,-2,3,2,-1,4,-2,-4,8,0
Brc1ccccc1/C=N/Nc1nc2ccccc2o1,-4,-4,1,-4,5,12,4,3,-1,2
CC(Sc1nc2c(c(=O)[nH]1)CCCC2)C(=O)Nc1ccc(S(N)(=O)=O)cc1 (centres undefined),2,0,-1,-4,-3,2,2,1,-4,-5
O=C(COc1cccc2cccnc12)N1CCc2ccccc21,0,2,-1,4,0,-5,3,-1,2,-3
Cc1ccc2c(=O)[nH]c(Cc3ccccc3C(=O)O)nc2c1,4,1,-2,-1,-3,0,2,3,5,4
CCn1cc(C(=O)N2CCCCC2)c(=O)c2cc(S(=O)(=O)N3CCC(C)CC3)ccc21,-2,3,3,0,1,4,-7,5,3,4
O=C(Nc1ccc2nc3ccccc3nc2c1)c1ccc(Br)cc1,-4,-16,-75,-10,-2,5,0,-3,13,-3
NCCCn1c(C(=O)c2ccc(Cl)cc2)c2ccc([N+](=O)[O-])cc2[n+]1[O-],2,13,9,-9,5,9,21,-14,-3,-5
O=[N+]([O-])c1ccccc1OCC(O)CN1CCN(CC(O)COc2ccccc2[N+](=O)[O-])CC1 (centres undefined),-6,3,5,1,1,0,-9,4,1,4
O=C1COc2ccc(C(=O)COC(=O)Cc3ccc(Cl)cc3)cc2N1,0,-3,-10,0,2,-1,6,-4,1,1
CCOC(=O)C1CCN(C(=O)Nc2ccc(OC)c(OC)c2)CC1,2,6,0,-1,-8,0,-4,3,-3,0
Cc1cc(C(=O)NCC(c2ccco2)N(C)C)ccc1[N+](=O)[O-] (centres undefined),-6,-1,6,-4,2,5,2,0,1,3
CSc1ccc(/C=N/N2CCN(C)CC2)cc1,-1,4,1,1,-6,9,-5,0,2,0
O=C(NCCc1ccc(Cl)cc1)c1cccs1,2,0,-4,3,-4,-10,1,-2,-3,-1
C/C(=C\c1ccco1)C1C(C#N)=C(N)OC2=C1C(=O)CC(C)(C)C2 (centres undefined),13,-2,-3,-1,-2,8,11,4,-4,-16
O=C(CSc1nc2ccc(Nc3nc(N4CCOCC4)nc(N4CCOCC4)n3)cc2s1)Nc1ccccc1F,2,-5,-10,3,-6,-11,2,-2,0,-3
Cc1ccc(/C=N/n2c(=O)c(C(C)(C)C)nn3cnnc23)cc1,0,0,-3,-6,4,-2,-3,0,-3,0
S=c1[nH]nc(-c2n[nH]c3c2CCC3)n1N=Cc1c2ccccc2cc2ccccc12,50*,.,-3,-7,.,-3,26,-11,1,-9
CCc1nc2ccc(C(=O)NCCCn3ccnc3)cn2c1N(C)C(=O)c1cccc(OC)c1,1,.,1,-1,-2,0,-2,8,-2,2
COCCCNCC(O)COc1ccccc1F (centres undefined),2,-2,7,2,-4,10,0,3,2,1
C=CCNC(=S)Nc1ccc(Cl)c(S(=O)(=O)N2CCOCC2)c1,1,-2,-2,3,5,-6,1,3,-4,-5
CCCCC(=O)N(C)c1c(C)nc2ccc(C(=O)N3CCN(C(=O)c4ccco4)CC3)cn12,-3,.,-3,1,-4,1,1,1,1,-1
Cc1cccc(-n2cnc(C(=O)NNC(=S)Nc3ccc(Cl)cc3)c2)n1,-4,10,3,-3,7,24,23,8,-1,-1
CCOC(=O)c1ccc(NC(=S)N2CCCC2c2ccc(OC)c(OC)c2)cc1 (centres undefined),-6,-15,-4,0,-1,-10,-3,-1,3,3
CCOC(=O)C1=CC[C@@H](c2ccco2)N(S(=O)(=O)c2ccc(C)cc2)[C@H]1C(=O)OCC,4,-6,5,-2,0,-1,-7,3,0,-2
O=C(Oc1ccc2c(c1)O/C(=C\c1ccncc1)C2=O)c1cccs1,6,.,-1,-4,1,6,-14,0,-4,2
CCSc1nnc(NC(=O)[C@@H](NC(=O)c2ccccc2F)C(C)C)s1,-2,-5,6,1,10,-2,-5,0,-4,2
Cc1cc(S(=O)(=O)NCC(C)C)ccc1OCC(=O)N1CCOCC1,-3,1,2,0,14,6,-2,2,1,-3
COc1ccc(OCCCC(=O)OC(C)C(=O)Nc2ccc(S(N)(=O)=O)cc2)cc1 (centres undefined),-2,-3,-1,3,0,-5,2,-5,3,2
O=C1NCCN(Cc2c(F)cccc2Cl)C1CC(=O)N1CCCO1 (centres undefined),2,0,-4,6,-1,-1,3,0,2,3
Cc1cc(C)c(C(=O)OCC(=O)Nc2cccc(S(=O)(=O)N3CCCCC3)c2)c(C)c1,-6,-50,-73,1,1,-52,13,3,-5,0
COc1ccc(N2C(=NC(=O)C3CCCCC3)SC3CS(=O)(=O)CC32)cc1 (centres undefined),-2,4,-3,-4,1,10,1,-3,-2,-9
C[C@H](NC(=O)c1nc[nH]c1C(=O)N[C@@H](CCCCN)C(=O)OC(C)(C)C)C(=O)OCc1ccccc1,-2,-4,-9,3,1,5,6,1,3,-1
CC(C)(C)c1ccc(-c2cc(N)n[nH]2)cc1,2,-2,11,-4,1,8,11,1,-1,-2
O=C(COc1ncnc2sccc12)N1CCc2ccccc2C1,3,-4,-2,3,2,-5,0,7,0,5
CC(C)c1ccc(S(=O)(=O)N2CCN(C(C)C(=O)N3CCCC3)CC2)cc1 (centres undefined),0,0,1,2,2,-1,-6,3,1,1
COc1ccc(NC(=O)C23CC4CC(C2)CC(c2ccc(C)cc2)(C4)C3)cc1,-3,-4,7,-2,1,-5,-3,-1,-1,-3
C=CCNC(=O)C1CCN(S(=O)(=O)c2cccs2)CC1,-3,5,-5,-1,3,-6,0,2,2,-1
Cc1ccc(S(=O)(=O)Nc2cc(-c3ccccc3)nn2C)cc1,0,.,10,-1,0,4,17,1,0,2
CCN(CC)C(=O)Cn1c(=O)n(C)c2ccccc21,-1,5,-1,-1,1,3,-1,0,-1,0
CC(C)(C)C1CCc2c(sc3nc(SCC(N)=O)nc(N)c23)C1 (centres undefined),2,-11,-8,0,-7,-10,6,-2,2,3
COC(=O)c1cn(C)c2ccc(S(=O)(=O)N(C)C3CCCCC3)cc2c1=O,-2,3,20*,2,-6,4,1,-3,3,-1
O=c1[nH]c(CSc2ccccn2)nc2c1cnn2-c1ccccc1,1,-6,-3,5,1,1,1,8,3,5
CCCS(=O)(=O)NC(=O)C1(C)CCN(C(=O)Cc2cccc(OC)c2)C1 (centres undefined),-1,.,-1,0,1,-1,0,-1,-1,0
COc1ccc(-n2nc(C(=O)NCC(=O)N3CCN(Cc4ccccc4)CC3)c3ccccc3c2=O)cc1,-4,-3,9,2,-3,-10,-1,5,-4,1
Cc1cc(OCCOCCN(C)CCO)cc(C)c1Cl,-1,1,1,-3,-3,6,-3,-2,0,3
C=CCCC(=O)N1C[C@H]2CON(C)[C@H]2C[C@H]1c1cccc(N2CCOCC2)c1,1,5,3,1,-8,-1,0,6,5,2
COc1ccc(OCC(=O)Nc2ccc3c(c2)n(C)c(=O)n3C)cc1,-1,9,1,0,-3,-1,14,-4,2,1
Cc1[nH]c2ccccc2c1C(=O)/C=C/c1ccccc1,-2,-39,-15,0,0,-25,7,1,0,2

# Later entries:
SMILES,PRMT1 inh,HTRA1 inh,SIAE inh,UHRF1 binding,TCR CD3 inh,mABHD4 FP,rCAG RNA binder,GC-B act,MBD2 DNA inh,NPR1 activator
c1ccc(-c2cc3nccc(-c4ccccn4)n3n2)cc1,3,-7,-4,-2,-5,-4,-5,1,-2,-1
C[C@H](CO)N1C[C@H](C)[C@@H](CN(C)S(=O)(=O)c2ccc(F)cc2)Oc2ccc(NC(=O)C3CC3)cc2C1=O,1,-2,6,1,-2,-5,-3,5,2,2
CC1CCCC(C)N1C(=O)CSc1nccc(=O)[nH]1 (centres undefined),2,7,-7,2,-1,7,-1,-4,5,-4
CCCc1nc2sc3c(=O)n(N)cnc3c2c2c1CCCC2,-3,-2,-4,-2,2,6,1,0,3,4
COc1ccc(C2=NOC(Cn3nc(C(=O)NCc4ccccc4OC)cc3-c3ccccc3)C2)cc1 (centres undefined),1,-38,-6,-1,-5,-11,8,2,1,-1
CN1CCN(NC(=O)c2cccc3ccccc23)CC1,-1,-2,2,2,-5,-1,-2,1,4,0
O=C(Nc1ccc(Cl)cc1C(=O)N1CCOCC1)c1cccc([N+](=O)[O-])c1,-3,.,6,-1,-1,4,0,0,-4,-1
COc1ccccc1C(=O)NCc1ccncc1,-1,-5,-5,0,3,1,-2,5,-1,-2
N#Cc1ccccc1NC(=O)CC1CCCCC1,-1,2,1,0,-1,-5,-1,3,0,1
O=C(Cn1c2ccccc2c(=O)c2ccccc21)Nc1ccccc1F,-1,-15,-23,12,-8,2,6,5,-3,3
COCc1nnc(N)s1,-5,1,2,3,7,-4,0,2,-6,-1

# Source: PubChem BioAssay
